# Compound activity: PubChem, National Center for Advancing Translational Sciences (NCATS)
# IL-1B inflam inh: inhibitors of inflammasome signaling (IL-1 beta secretion). 360,000 tested, 4.7% active. activity change, % at 57.5 µM. AID 743279. THP-1 LPS/ATP IL-1B secretion, AlphaLISA, 16 h; active compounds read low; in the data active = activity change below about -50%; inconclusive = mostly about -30% to -49%; note: % is set by controls: 0 for no effect and ±100 for the full control effect
#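 Secreted IL-1B measured by AlphaLISA bead assay after 16 h compound exposure of THP-1 cells; compounds (final up to 57.5 uM) added 1 h before LPS (250 ng/mL) and ATP (1.25 mM) stimulation; lower signal means less secretion.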
# HT1080NT lethal: kills 2HG-producing HT-1080-NT fibrosarcoma cells | HT-1080-NT fibrosarcoma viability, CellTiter-Glo ATP luminescence, 48 h | Potency, µM (titrated, usually from 46.1 µM), for the others: top-dose activity, negative = less viability, actives largely listed as cytotoxic | 360,000 tested, 1.6% active;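 note: NT is the 2HG producing partner of a matched IDH1 knockdown line; potency is the fitted concentration of half-maximal effect; 0% = DMSO-treated cells and -100% = media-only wells without cells; nearly all actives have a fitted effect of over 55% in size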
#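 750 cells/well, RPMI + 5% FBS; 2 h settle, compound pin-transfer, 48 h at 37 degrees C. CellTiter-Glo 10 min RT, luminescence. Normalized to DMSO and media-only wells.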
# MCF10A rerep: DNA re-replication induction in MCF 10a cells | Potency, µM (top dose mostly 46.1 µM), without a hit: at the highest dose activity, positive = re-replication, most hits filed as activators | 350,000 tested, 2.9% active | AID 624296 | MCF 10A DNA re-replication, Hoechst nuclear intensity, 48 h; note: potency is the fitted concentration of half-maximal effect; % of control where 0% means no effect; nearly all actives have a fitted effect of over 50% in size
# KB-3-1 tox: kills parental KB-3-1 adenocarcinoma cells | KB-3-1 viability, CellTiter-Glo ATP luminescence, 72 h | 400,000 tested, 1.4% active | Potency, µM (titrated, usually from 46.1 µM), without a hit: at the top dose activity change, negative = cytotoxic, usual class: cytotoxic; note: potency is the fitted concentration of half-maximal effect; % is set by controls: 0 for no effect and ±100 for the full control effect; nearly all actives have a fitted effect of over 60% in size
#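 Luminescent ATP read-out (CellTiter-Glo) measures survival of drug-naive KB-3-1 cells after 72 h compound exposure at 37 °C. Titration series was screened from lowest to highest concentration, with DMSO vehicle plates as background controls.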
# SW480 rereplic: induces DNA re-replication in SW480 colon adenocarcinoma cells. SW480 DNA re-replication, Hoechst DNA content imaging, 48 h. 340,000 tested, 1.8% active. Potency, µM (series often up to 46.1 µM), for the others: at the highest dose re-replication activation, usual class: activators; note: potency is the fitted concentration of half-maximal effect; % of control where 0% means no effect; nearly all actives have a fitted effect of over 55% in size
#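 Readout is total intensity of Hoechst-stained nuclei, excited at 405 nm and collected at 500-530 nm. Compound treatment lasted 48 hr at 37 C in 5% CO2 before staining.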
# ATXN2 expr inh: inhibitors of ATXN2 expression; 360,000 tested, 0.72% active; Potency, µM (series often up to 57 µM), without a hit: at the top dose activity change, negative = inhibition, hits mostly inhibitors; HEK-293 ATXN2-luciferase reporter, luminescence, 24 h; note: potency is the fitted concentration of half-maximal effect; % is set by controls: 0 for no effect and ±100 for the full control effect; nearly all actives have a fitted effect of over 55% in size
#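 qHTS (up to 57 uM final) was run with 24 h compound exposure of reporter cells at 37 °C. Each well was multiplexed: SteadyGlo luminescence measured ATXN2-luciferase expression after a fluorogenic Gly-Phe-AFC viability readout (25 uM final).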
# HepG2 viability: HepG2 cytotoxicity, counter-screen for TGF-b inhibitors | 410,000 tested, 0.76% active | HepG2 CAGA-GFP viability, ATP luminescence, 18 h | Potency, µM (titrated, usually from 46.1 µM), for the others: at the top dose activity change, negative = cytotoxicity, usual class: cytotoxic; note: potency is the fitted concentration of half-maximal effect; some results filed as inactive show a strong effect at the top dose
#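 HepG2 CAGA-GFP cells (1000/well, DMEM with 1% FBS) received compound, then TGF-beta at 500 pg/mL final, and were incubated 18 hours at 37 degrees C. Viability was read by CellTiter-Glo luminescence. Media-only wells were set as complete cell-killing and DMSO as no toxicity.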
# S2 tox: reduces viability in counter-screen for ATXN expression inhibitors. S2 cells (HEK-293 line with an ATXN2-luciferase reporter) viability, CellTiter-Fluor protease fluorescence, 24 h. Potency, µM (doses to about 56.7 µM), hits mostly cytotoxic. 400,000 tested, 0.49% active; note: potency is the fitted concentration of half-maximal effect; nearly all actives have a fitted effect of over 40% in size
# HT1080 IDH1KD tx: toxicity to HT-1080 IDH1 knockdown cells (counter line) | HT-1080 IDH1 knockdown viability, ATP luminescence, 48 h | Potency, µM (doses to about 46.1 µM), without a hit: at the highest dose activity, negative = toxicity, usual class: cytotoxic | 360,000 tested, 2% active;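 note: potency is the fitted concentration of half-maximal effect; 0% = DMSO wells and -100% = cell-free medium wells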
#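 Assay cells: HT-1080 with IDH1 knockdown, 750 per well, RPMI/5% FBS. Exposure: 48 h at 37 °C following 2 h pre-incubation. Read: CellTiter-Glo luminescence; fitted concentration-response, curve class assigned.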
# Starred values were filed as active, the others as inactive; i = inactive; ? = inconclusive; . = no result given; & = joins results of further samples; [ ] = remark or other dose. Unless noted, calls come from the whole dose curve; as a rule, active = well fitted curve in the direction sought with a large enough effect; inconclusive = small, poorly fitted or top-dose-only effect, or another doubt; inactive = no such curve, though single readings can be large; an effect the other way counts as inactive or inconclusive. No enrichment for hits. About 8.9% of those tested had a hit in this group.
Compound	IL-1B inflam inh	HT1080NT lethal	MCF10A rerep	KB-3-1 tox	SW480 rereplic	ATXN2 expr inh	HepG2 viability	S2 tox	HT1080 IDH1KD tx
Cc1ccc(NC2(c3nnnn3-c3c(C)cccc3C)CCCCC2)cc1	-5	3%	2%	-1%	0%	.	-24%	i	-13%
CCOC(=O)[C@H]1[C@H]2COc3ccc(C)cc3[C@@H]2N2C(=O)c3cc(Cl)ccc3NC(=O)[C@@]12C	-27	-12%	2%	?	-8%	-13%	-25%	i	-9%
O=C1[C@H]2[C@@H](c3ccc(C(F)(F)F)cc3)N[C@]3(CCCN(Cc4ccc(F)cc4)C3=O)[C@H]2C(=O)N1Cc1ccccc1	-56*	-4%	.	-28%	.	-36%	-44%	?	-5%
COC(=O)CSc1ccnc2cc(Cl)ccc12	35	4%	?	3%	-19%	1%	17%	i	1%
O=C(NC(c1ccc(-c2ccccc2)cc1)c1cnccn1)C1CCN(Cc2cccc(C(F)(F)F)c2)CC1 (configuration not stated)	-63*	-92%	.	?	.	?	-101%	?	?
CCc1ccccc1NC(=O)c1ccc2c(c1)nnn2C1CCCC1	.	.	.	-1%	.	12%	-17%	i	.
Fc1ccc(C2N(c3ccccc3)C(=S)N3CCCN23)cc1 (configuration not stated)	-1	-1%	-3%	-1%	?	-11%	32%	i	2%
CCCCN(CCCC)CC(O)COc1ccccc1C(=O)Nc1ccccc1 (configuration not stated)	-96*	?	6%	-5%	4%	-25%	2%	i	?
CC(CNc1ccccc1O)C(=O)O (configuration not stated)	-1	-1%	1%	-1%	?	-6%	4%	i	-44%
Cc1ccc2c(c1)-c1c(cnn1CC(=O)N(CCC#N)c1ccccc1)CO2	-28	8%	2%	10%	-16%	-2%	-23%	i	0%
Cc1cc(OC(=O)c2cccs2)ccc1C(C)C	12	-1%	-1%	-1%	-7%	-18%	-1%	i	-3%
CCN(CC)c1ccc(NC(=O)CN2CCN(CC(=O)Nc3ccccc3OC)CC2)cc1	-7	-10%	6%	-9%&2%	-27%	-6%	-27%&-39%	?	-9%
Cc1c(NC(=O)/C(C#N)=C/c2cccs2)c(=O)n(-c2ccccc2)n1C	7	2%	-1%	4%	-40%[inhibitor]	.	-6%	i	5%
CCc1ccc(NC(=O)C(=O)c2ccccc2NC(C)=O)cc1	21	-4%	?	-5%	12%	55%[activator]	5%	i	-3%
S=C1N(c2ccccc2)CN(CCN2CCOCC2)CN1c1ccccc1	16	-8%	-13%	-16%	-8%[9.22 µM]	6%	4%	i	-6%
COc1cc(/C=C2/SC(=S)N(CC(=O)O)C2=O)ccc1OC(=O)c1ccco1	-2	2%	-30%[inhibitor]	8%	-23%	-7%	0%	?	5%
Cc1ccc(C)c2sc(NC(=O)C3CC3)nc12	-3	2%	-3%	0%	-4%	-22%	-32%	?	3%
CCn1c(=O)c2cc(C(=O)N(C)c3ccccc3F)sc2c2ccccc21	-72*	17%	?	-20%	-11%	1%	-23%	?	15%
Cc1ccc(C)c(OCc2nnc(SCC(=O)NC(=O)NCc3ccco3)o2)c1	21	21%	-1%	11%	-4%	-23%	0%	i	18%
c1ccc2c(c1)nc(N1CCOCC1)c1ccccc12	1	-18%	-2%	7%	-5%	4%[11.3 µM]	1%	i	-17%
COC(=O)c1cnn(-c2ccccc2)c1-n1cccc1C=O	7	?	-3%	1%	-11%	0%	-11%	i	-3%
CC(=O)NC(Cc1c[nH]c2ccccc12)C(=O)Nc1ccc2c(c1)OCO2 (configuration not stated)	8	-10%	-2%	0%	-4%	16%	-13%	i	-13%[9.24 µM]
O=S(=O)(/N=S1/CC=CCN1S(=O)(=O)c1ccccc1)c1ccccc1 (configuration not stated)	-26	?	.	-9%	?	-8%	-55%	i	?
O=c1[nH]c(C2CCN(S(=O)(=O)/C=C/c3ccccc3)CC2)nc2c1nnn2Cc1ccccc1	?	-22%	-5%	-4%	9%	-23%	-9%	i	-23%
Cn1c(N)c(C(=O)COC(=O)C2(c3ccc(F)cc3)CCCC2)c(=O)n(C)c1=O	-11	-23%	16%	-12%	1%[9.22 µM]	-5%	4%	i	-17%
COc1ccc(-c2noc(CN(C(=O)c3ccc(OC(C)=O)cc3)C(C)C)n2)cc1OC	0	-11%	-1%	2%	1%	2%	-21%	i	0%
CCOC(=O)C(C(C)C)C(N)Cc1ccc(F)cc1 (configuration not stated)	-9	0%	-2%	-11%	-5%	-19%	-4%	i	-4%
CCCN=Cc1c(CCC)[nH]n(-c2nc3ccccc3s2)c1=O	-23	?	?	4%	?	21%	-23%	i	?
Cc1ncc(CCl)c2c1OC(C)(C)OC2	8	10%	2%	12%	-2%	-5%	-6%	i	0%
O=C(O)CCCCCNS(=O)(=O)c1ccc(Cl)cc1	18	6%	-8%	-7%	-6%	5%	4%	i	0%
Cc1ccc(S(=O)(=O)N(C)C)cc1NC(=O)CN1C(=O)NC2(CCc3ccccc32)C1=O (configuration not stated)	-2	17%	.	?	.	.	0%	i	7%
O=C(CSc1nc2ccccc2c(=O)n1Cc1ccco1)c1ccc(F)cc1	0	-5%	?	-1%	4%	3%	-26%	i	?
O=C(NC1(C(F)(F)F)C(=O)Nc2c1c(=O)[nH]c(=O)n2Cc1ccccc1)c1ccc(Cl)cc1 (configuration not stated)	0	-6%	0%	9%	-5%	1%	-26%	i	1%
CCCCn1c(-c2cccnc2)nc2cc3[nH]c(=O)c(C(C)C)nc3cc21	4	-9%	21%	?	-4%	7%	-22%	i	-11%
Cc1cccc2nc(COc3ccc(Cl)c4cccnc34)cn12	-16	-14%	-4%	10%	-52%[inhibitor]	5%	-24%	i	-6%
COc1cccc(CNC(=O)CSc2nnc3c(n2)[nH]c2ccc(C)cc23)c1	4	8%	-3%	2%	15%	-32%	6%	i	3%
Cn1ccnc1SCC(=O)Nc1cccc(S(=O)(=O)N2CCCCC2)c1	3	12%	7%	-12%	-4%	-8%	-2%	i	5%
CCOc1ccc(OCCNC(=O)C(NC(=O)c2c(F)cccc2F)C(C)C)cc1 (configuration not stated)	6	0%	-1%	1%	4%	-2%	-3%	i	1%
CC(Sc1nnc(CNc2cccc3ccccc23)n1-c1ccccc1)C(=O)N/N=C/c1ccco1 (configuration not stated)	9	-12%	7%	12%	2%	6%	-18%	i	3%
Cc1noc(C)c1S(=O)(=O)NCc1ccc2c(c1)OCO2	10	-5%	6%	7%	-5%	-13%	0%	?	9%

# Complete entries as entered above. Screens in order: IL-1B inflam inh	HT1080NT lethal	MCF10A rerep	KB-3-1 tox	SW480 rereplic	ATXN2 expr inh	HepG2 viability	S2 tox	HT1080 IDH1KD tx
# CCCCn1c(-c2cccnc2)nc2cc3[nH]c(=O)c(C(C)C)nc3cc21 reads 4	-9%	21%	?	-4%	7%	-22%	i	-11%
# Fc1ccc(C2N(c3ccccc3)C(=S)N3CCCN23)cc1 (configuration not stated) reads -1	-1%	-3%	-1%	?	-11%	32%	i	2%

# (next part)
Compound	IL-1B inflam inh	HT1080NT lethal	MCF10A rerep	KB-3-1 tox	SW480 rereplic	ATXN2 expr inh	HepG2 viability	S2 tox	HT1080 IDH1KD tx
CCOc1cc(NC(=S)Nc2ccc(Cl)cc2)c(OCC)cc1NC(C)=O	-11	-16%	11%	-29%	0%	-10%	-5%	i	-14%
CC(C)(C)C(=O)Nc1cc(S(=O)(=O)N2CCCCC2)ccc1N1CCCCC1	0	?	8%	-7%	?	-35%	-12%	i	?
CCN1CCN(CC(=O)Nc2ccc(C(C)=O)cc2)CC1	6	19%	16%	-8%	9%	-15%	3%	i	9%
CC(=O)N1CCCC1c1nc2ccccc2n1Cc1ccc(F)cc1 (configuration not stated)	.	.	.	9%	.	-1%	-13%	i	.
COc1ccccc1C(=O)NCCC(=O)N1CC(=O)Nc2ccccc21	2	-3%	1%	4%	-2%	-1%	-9%	i	3%
O=C(Nc1nnc(Cc2c[nH]c3ccccc23)s1)c1ccc(Cl)cc1Cl	19	-6%	?	9%	-5%	23%	-4%	i	-21%
Cc1cc(C)c2c(=O)n(CC(=O)N3CCN(c4ccccc4)CC3)ccc2n1	22	11%	.	9%	.	-4%	-3%	i	9%
COc1ccc(N(C(=O)c2cnccn2)C(C(=O)NC2CCCCC2)c2ccc(Cl)cc2)cc1 (configuration not stated)	4	0%	2%	26%	-1%	-8%	0%	i	1%
O=C(Nc1ccc(N2CCCC2)cc1)c1ccc(Cl)cc1Cl	-10	26%	2%	8%	12%	17%	-7%	i	22%
Fc1cccc(/C=N/Nc2cc(N3CCOCC3)ncn2)c1	-53*	7%	14%	3%	?	35%[activator]	-55%	.	1%
CC(C)OC(=O)c1c(NC(=O)c2ccco2)sc2c1CCCC2	0	-2%	?	-6%	3%	3%	-23%	i	-4%
Cc1csc(NC(=O)CSc2nnc(-c3ccco3)n2C)n1	7	-3%	8%	?	-2%	1%	-24%	i	0%
CC1(C)C(=O)N(CC(=O)Nc2ccc(Br)cc2F)c2ccccc21	.	.	.	-18%	.	-11%	-2%	i	.
Cc1oc(-c2ccccc2F)nc1CS(=O)(=O)CC(=O)NCCN(C)C1CCCCC1	-28	?	0%	-1%	21%	?	-101%	?	-28%
Cc1cccc2cc(CN(Cc3ccco3)C(=O)Nc3cccc(C#N)c3)c(Cl)nc12	?	?	14%	-13%	3%	-4%	-1%	i	11µM*
COc1ccc(S(=O)(=O)N(CC(=O)NCc2ccco2)C2CCCCC2)cc1OC	-4	13%	-1%	1%	-2%	1%	-12%	?	-7%
Cc1cccc(NC(=O)CSc2nnc(C3CC3)n2CC2CCCO2)c1C (configuration not stated)	17	8%	-4%	10%	-3%	-3%	3%	i	10%
